# Screening results from PubChem BioAssay.
# PREPL inh: inhibits the human prolyl oligopeptidase-like enzyme. inhibition, % at 5.96 µM. actives 0.68% (n = 320,000). recombinant PREPL, fluorescence polarization activity-based probe; in the data active = inhibition above about 43%;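 also: 0% = enzyme with DMSO and 100% = wells lacking enzyme; many of its hits are not listed in these tables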
# LYPLA1 counter: LYPLA1 (human) inhibition in PME1 counter-screen. O75608. inhibition, % at 5.9 µM. recombinant LYPLA1, FP-Rh probe fluorescence polarization. actives 0.16% (n = 320,000);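 active = inhibition above the mean of all tested compounds plus 3 SD, set per campaign, cut at about 14% in these data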;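 also: inhibitors block serine hydrolase probe labeling of LYPLA1 so polarization falls; 0% = enzyme with DMSO and 100% = wells lacking LYPLA1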
# Target sequence (O75608 whole entry, looked up): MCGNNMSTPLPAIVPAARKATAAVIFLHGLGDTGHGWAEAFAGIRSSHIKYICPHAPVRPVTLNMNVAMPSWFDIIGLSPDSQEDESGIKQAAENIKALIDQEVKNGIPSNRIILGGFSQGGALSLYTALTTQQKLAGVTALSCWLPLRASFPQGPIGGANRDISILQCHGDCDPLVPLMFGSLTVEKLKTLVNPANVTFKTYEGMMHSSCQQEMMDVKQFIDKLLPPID
# PAFAH1B3 FP inh: blocks human PAF acetylhydrolase 1B catalytic subunit 3 | recombinant PAFAH1B3, FP-rhodamine probe, fluorescence polarization | inhibition, % at 3.39 µM | actives 0.28% (n = 340,000);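 active = inhibition above the screen-wide average of all tested compounds plus 3 SD, cut at about 25% in these data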;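 also: 0% = enzyme with DMSO only and 100% = wells lacking PAFAH1B3 protein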
# Target sequence (Q15102 whole entry, looked up): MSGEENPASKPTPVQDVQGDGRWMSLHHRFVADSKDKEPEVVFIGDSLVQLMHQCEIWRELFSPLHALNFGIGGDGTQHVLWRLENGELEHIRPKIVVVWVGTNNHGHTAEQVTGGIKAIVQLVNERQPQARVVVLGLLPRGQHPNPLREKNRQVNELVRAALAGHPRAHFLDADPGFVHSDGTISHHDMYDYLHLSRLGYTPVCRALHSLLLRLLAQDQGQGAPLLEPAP
# PAFAH2 FP inh: PAFAH2 (human) inhibition; recombinant PAFAH2, FP-rhodamine activity probe, fluorescence polarization; Q99487; inhibition, % at 3.39 µM; actives 0.99% (n = 340,000);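 active = inhibition above the mean over all tested compounds plus 3 SD, cut at about 30% in these data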;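 also: inhibitors block probe labeling of enzyme so polarization drops; 0% = enzyme with DMSO and 100% = wells lacking PAFAH2 protein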
# EBNA-1 inh: blocks EBNA-1 binding to DNA | EBNA-1 DNA binding, fluorescence polarization | inhibition, % at 14.8 µM | actives 0.34% (n = 300,000) | AID 1950; in the data active = inhibition above about 28%
# LYPLA2 inh: LYPLA2 (human) inhibition in PME1 counter-screen. inhibition, % at 5.9 µM. actives 0.38% (n = 320,000). recombinant LYPLA2, FP-Rh probe fluorescence polarization;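 active = inhibition above the screen-wide mean plus 3 SD, limit set per campaign, cut at about 26% in these data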;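 also: 0% = LYPLA2 with DMSO and 100% = wells lacking LYPLA2 enzyme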
# PAFAH1B2 FP inh: inhibitors of human PAFAH1B2. recombinant PAFAH1B2, FP-rhodamine activity probe, fluorescence polarization. actives 1.2% (n = 340,000). inhibition, % at 3.39 µM;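 active = inhibition above the mean of all tested compounds plus 3 SD, cut at about 24% in these data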;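 also: 0% = enzyme with DMSO and 100% = wells lacking PAFAH1B2; many of its hits are not listed in these tables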
# Target sequence (P68402 whole entry, looked up): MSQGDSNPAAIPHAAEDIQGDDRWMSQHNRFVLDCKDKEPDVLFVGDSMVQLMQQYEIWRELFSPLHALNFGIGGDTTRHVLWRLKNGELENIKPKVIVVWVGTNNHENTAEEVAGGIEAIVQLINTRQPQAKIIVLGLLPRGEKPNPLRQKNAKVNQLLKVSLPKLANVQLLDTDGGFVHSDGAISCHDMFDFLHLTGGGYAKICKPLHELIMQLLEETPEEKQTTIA
# pPAFAH inh: inhibitors of human plasma PAF acetylhydrolase (pPAFAH) | Q13093 | recombinant pPAFAH, FP-rhodamine probe fluorescence polarization | inhibition, % at 3.39 µM | actives 1.5% (n = 330,000);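 active = inhibition above the mean inhibition across the screen plus 3 SD, cut at about 25% in these data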;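 also: inhibitors block binding of the rhodamine activity-based probe so polarization drops; 0% = enzyme with DMSO and 100% = wells lacking pPAFAH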
# ZTA DNA inh: ZTA (EBV) inhibition in EBNA-1 counter-screen; actives 0.15% (n = 320,000); P03206; inhibition, % at 11 µM; ZTA-DNA binding, fluorescence polarization; in the data active = inhibition above about 33%
# Target sequence (P03206 whole entry, looked up): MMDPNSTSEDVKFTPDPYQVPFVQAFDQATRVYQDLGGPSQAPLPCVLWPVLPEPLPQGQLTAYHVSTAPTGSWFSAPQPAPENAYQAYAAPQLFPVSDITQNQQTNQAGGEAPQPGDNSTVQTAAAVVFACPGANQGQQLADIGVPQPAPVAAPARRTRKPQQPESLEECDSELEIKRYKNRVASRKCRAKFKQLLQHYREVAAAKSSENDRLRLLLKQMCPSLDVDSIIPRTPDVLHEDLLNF
# Starred values were filed as active, the others as inactive; . = no result given; & = joins results of further samples. Only part of the results is shown; rates above refer to the full screens.
# Every second line gives: PAFAH1B3 FP inh	pPAFAH inh	ZTA DNA inh	PREPL inh	PAFAH1B2 FP inh	LYPLA2 inh	EBNA-1 inh	LYPLA1 counter	PAFAH2 FP inh
- COc1ccc(S(=O)(=O)N2CCN(C(=O)CNC(=O)c3ccc4c(c3)OCO4)CC2)cc1
  8	3	4	3	-1	8	0	5	2
- CCCc1nc2c(C)cc(-c3nc4ccccc4n3C)cc2n1Cc1ccc(-c2ccccc2C(=O)O)cc1
  .	-2	6	-2	.	-3	9	-4	.
- COc1ccc2nc(C)cc(SCC(=O)Nc3c(C)cccc3C)c2c1
  -3	-2	2	-3	-5	3	6	-2	1
- O=C(c1ccc2c(=O)n(CC3CCCO3)c(=S)[nH]c2c1)N1CCN(c2ccccc2)CC1 (stereo unspecified)
  2	1	4	-2	-3	7	2	-1	-10
- COc1ccc(C2c3[nH]c4ccccc4c3CCN2CCCn2cccn2)c(C)c1C (stereo unspecified)
  7	4	-1	15	4	2	-5	0	3
- CC(C)c1ccc2c(c1)c(SC(C)(C)C)c(CC(C)(C)C(=O)O)n2Cc1ccc(Cl)cc1
  14	3&1	17&-3	2&8	14	6&3	6&17	1&-1	13
- COc1ccc(C(=O)Nc2cccc3c2CCCC3)cc1
  5	2	-6	-9	4	-1	-3	-1	-1
- CCOC(=O)Cn1cnc2sc(C(=O)OC)c(C)c2c1=O
  11	-2	-6	6	1	2	9	4	-4
- COc1cccc(OCC(=O)NNC(=O)C(=O)Nc2ccc(OC)cc2OC)c1
  1	0	-10	5	3	-1	-12	-4	-2
- CCC(CO)Oc1cc(NCc2cccc(C)c2)c2ncn(C(C)C)c2c1 (stereo unspecified)
  7	4	.	35	-9	.	.	.	-10
- CC(=O)n1c(C=Nc2ccccc2)c(O)c2ccccc21
  7	0	1	17	1	-6	-4	0	5
- CC1CCN(C(=O)CSc2nnc(-c3ccccc3F)o2)CC1
  4	-4	-3	1	2	-1	-3	-2	7
- COc1cccc(NC(=O)CSc2nc(C)cs2)c1
  3	-6	11	-3	3	4	-6	-1	3
- COCCn1c(SCC(=O)Nc2nnc(C)s2)nnc1-c1ccoc1C
  8	4	4	1	1	-2	9	-3	-5
- CC(=O)c1ccc(S(=O)(=O)N2CCN(C(=O)CSC(=S)N3CCCC3)CC2)cc1
  1	5	23	-5	-2	1	-1	1	5
- CCOC(=O)N1CCN(S(=O)(=O)c2c(C(=O)N3CCCCC3)c(C)n(C)c2C)CC1
  5	-7	-8	-13	-7	1	-22	3	0
- NC(=O)c1ccc(NC(=O)CCc2nc3sc4c(c3c(=O)[nH]2)CCCC4)cc1
  0	-1	-1	-20	-6	-2	8	-6	-7
- CCN(CC)C(=O)CC1(c2ccccc2OC)CCOC(C(C)C)C1 (stereo unspecified)
  10	-6	-2	6	6	28*	6	4	10
- CN(CC(=O)OCC(=O)NCc1ccccc1)S(=O)(=O)c1ccc(Cl)cc1
  -2	21	-21	7	11	11	-4	5	2
- O=C(c1ccccc1-c1ccccc1)N1CCCCC1
  4	-2	15	2	8	-5	-8	-2	3
- O=C(O)C1CCC(N2C(=O)C3CCCCC3C2=O)CC1 (stereo unspecified)
  12	4	11	8	6	0	6	-4	-5
- COCCn1c(-c2ccc(-c3ccccc3Cl)o2)nc2c1c(=O)[nH]c(=O)n2CC(C)C
  1	4	-12	28	5	-4	-11	0	3
- CCCCn1c(=O)[nH]c(=O)c2c1nc(-c1ccncc1)n2CCOC
  8	0	-2	-5	0	-4	9	-3	1
- c1ccc(NC2=NCCCCS2)cc1
  5	-1	2	-2	-4	5	6	3	-6
- CCOC(=O)CNC(=O)CNC(=O)c1ccc(OCC(C)C)cc1
  2	2	14	7	3	0	3	-2	1
- COc1ccc2oc(C(=O)OCC(=O)N(C)C3CCS(=O)(=O)C3)c(C)c2c1 (stereo unspecified)
  4	5	2	13	-4	-2	-2	-2	3
- CCOCCCNC(=O)CN1C(=O)CSc2ccc(S(=O)(=O)N3CCOCC3)cc21
  6	-8	-8	7	5	-5	-9	0	-3
- O=C(c1cc(S(=O)(=O)N2CCOCC2)ccc1Cl)N1CCOCC1
  1	7	18	2	0	3	-2	-2	-1
- Cc1cccc(C)c1OCCn1nc(C(=O)O)c2ccccc2c1=O
  -4	3	2	-21	-3	-3	-13	-2	-9
- O=C(NCCN1CCCC1)c1ccccc1Cl
  0	4	-12	3	2	4	2	-3	9
- O=C(c1ccccc1)N1CCN(CCc2ccccn2)CC1
  7	2	-9	-5	5	8	-7	3	7
- COc1ccccc1CNC(=O)COC(=O)c1ccc(N2CCCC2=O)cc1
  7	0	-24	3	8	6	.	1	60*
- O=C(Cn1ccc2cc(S(=O)(=O)N3CCCC3)ccc21)NCCc1ccccc1
  1	1	-13	-4	4	-1	-6	1	3
- CNC(=O)c1c(NC(=O)c2ccc(S(=O)(=O)N3CCCCC3C)cc2)sc2c1CCN(C)C2 (stereo unspecified)
  7	-1	-4	-4	8	1	5	-3	3
- CSc1cccc(NC(=O)c2cnn3ccccc23)c1
  6	0	1	-3	-2	2	-8	-4	5
- COc1ccc(Br)cc1C(=O)Nc1cccc2ncccc12
  2	4	3	2	-4	14	5	-6	4
- Cc1nnc(SCC(=O)Nc2ccc3c(c2)OCO3)[nH]c1=O
  4	1	-1	-5	-1	-1	9	0	-10
- O=C(CSc1ncn[nH]1)NCc1ccc(Cl)cc1
  7	-3	-2	-5	-1	-2	-10	1	1
- C=CCc1c(C)nc(SC)nc1Nc1ccc(C(C)=O)cc1
  -7	1	1	14	2	9	10	3	-2
- COc1ccc(C(=O)OCC(=O)c2ccccc2)cc1S(=O)(=O)N1CCOCC1
  2	-1	3	7	1	9	11	1	52*
- O=C(COC(=O)c1ccncc1)Nc1cc(S(=O)(=O)N2CCOCC2)ccc1Cl
  4	5	-3	6	-1	-3	.	-2	-1
- CCOc1ccc(NC(=S)NC(=O)Cc2ccccc2)cc1
  1	14	-3	1	3	0	-3	0	6
- COc1cccc2c1OCC(CN1CCN(Cc3ccccc3)C(CCO)C1)=C2 (stereo unspecified)
  12	-11	8	20	5	-5	-6	-3	-4
- Cc1ccc(NC(=O)Cn2nnc(-c3ccccc3-n3cnnn3)n2)c(C)c1
  -2	6	-10	-3	7	0	-6	-1	5
- COc1cccc(CNC(=O)CCc2nnc3ccc(NCCCN4CCCC4=O)nn23)c1
  5	0	-6	5	-4	5	-16	2	6
- O=C(c1cnn(-c2ccccc2)c1-n1cccc1)N1CCN(C2CCCCC2)CC1
  -6	0	-1	-17	3	0	5	1	9
- CCC(C)NC(=O)C1(NC(=O)Nc2ccccc2)CCCCC1 (stereo unspecified)
  7	4	-4	1	4	1	-6	1	8
- Cc1cc(NC(=O)Nc2ccc(Cl)cc2)no1
  5	0	-7	-5	2	-4	0	-1	-2
- Cc1ccc(NC(=O)c2cc(-c3ccco3)on2)cc1
  -6	2	7	11	-2	1	11	0	-8
- CCCn1nc(NC(=O)c2cccs2)c2cc3cccc(C)c3nc21
  .	2	-7	8	.	-16	6	-12	.

# The list goes on.
# Every second line gives: PAFAH1B3 FP inh	pPAFAH inh	ZTA DNA inh	PREPL inh	PAFAH1B2 FP inh	LYPLA2 inh	EBNA-1 inh	LYPLA1 counter	PAFAH2 FP inh
- O=C(Nc1cccc(Oc2ccc3c(c2)C(=O)NC3=O)c1)c1ccco1
  -10	-9	-19	5	-4	9	-12	-4	-2
- Cc1ccc(CNc2ccc(N3CCOCC3)c(Cl)c2)cc1
  9	1	3	20	4	6	-6	1	3
- CCCC(c1nnnn1Cc1ccc(OC)cc1)N1CCC(C(N)=O)CC1 (stereo unspecified)
  1	1	-4	9	-3	10	-2	-1	2
- OCCCNC(c1ccccc1)c1ccc(O)cc1 (stereo unspecified)
  6	3	-17	-10	6	6	-4	-2	0
- CCN1CCN(C(c2cccs2)C(C)NC(=O)c2ccccc2F)CC1 (stereo unspecified)
  5	0	2	-9	6	2	-7	-1	6
- COc1ccc(N2C(=O)/C(=C/c3cccnc3)NC2=S)cc1
  1	-10	14	6	-1	-7	-6	-2	0
- CCCCCCCC1c2c(c(C)c(C)oc2=O)Oc2c(C)c(C)oc(=O)c21
  8	7	-2	6	5	2	.	2	-1
- O=C(CCCOc1ccccc1)NCCc1ccccc1
  .	-2	-1	-5	.	-7	10	-1	.
- Cc1ccc([N+](=O)[O-])cc1N1C(=O)CS/C1=N\NC(=O)c1cccnc1
  4	-8	3	3	2	-4	-10	-2	7
- CC(=O)c1ccc(NC(=O)COC(=O)C2C3CC4OC(=O)C2C4C3)cc1 (stereo unspecified)
  6	0	-5	0	-6	4	-6	-3	25
- CC(C)C(NC(=O)c1ccc(C(C)(C)C)cc1)C(=O)NC1=NCCS1 (stereo unspecified)
  0	3	7	-6	-6	-5	1	1	-6
- CCOC(=O)N1CCc2c(sc3ncn(Cc4ccc(F)cc4)c(=O)c23)C1
  1	1	-8	21	0	0	3	-1	-2
- CN(NC(=O)c1ccccc1F)c1ncccc1[N+](=O)[O-]
  9	3	-7	-2	6	-5	-2	-2	-4
- COc1ccc(C(=O)CC(=O)C(=O)Nc2cc(OC)ccc2OC)cc1
  8	1	-7	3	11	4	-10	-3	0

# Grouped by structure, the entries above with an aryl thioether with sulfur outside any ring
# Every second line gives: PAFAH1B3 FP inh	pPAFAH inh	ZTA DNA inh	PREPL inh	PAFAH1B2 FP inh	LYPLA2 inh	EBNA-1 inh	LYPLA1 counter	PAFAH2 FP inh
- COc1ccc2nc(C)cc(SCC(=O)Nc3c(C)cccc3C)c2c1
  -3	-2	2	-3	-5	3	6	-2	1
- CC(C)c1ccc2c(c1)c(SC(C)(C)C)c(CC(C)(C)C(=O)O)n2Cc1ccc(Cl)cc1
  14	3&1	17&-3	2&8	14	6&3	6&17	1&-1	13
- CC1CCN(C(=O)CSc2nnc(-c3ccccc3F)o2)CC1
  4	-4	-3	1	2	-1	-3	-2	7
- COc1cccc(NC(=O)CSc2nc(C)cs2)c1
  3	-6	11	-3	3	4	-6	-1	3
- COCCn1c(SCC(=O)Nc2nnc(C)s2)nnc1-c1ccoc1C
  8	4	4	1	1	-2	9	-3	-5
- CSc1cccc(NC(=O)c2cnn3ccccc23)c1
  6	0	1	-3	-2	2	-8	-4	5
- Cc1nnc(SCC(=O)Nc2ccc3c(c2)OCO3)[nH]c1=O
  4	1	-1	-5	-1	-1	9	0	-10
- O=C(CSc1ncn[nH]1)NCc1ccc(Cl)cc1
  7	-3	-2	-5	-1	-2	-10	1	1
- C=CCc1c(C)nc(SC)nc1Nc1ccc(C(C)=O)cc1
  -7	1	1	14	2	9	10	3	-2

# Random excerpt: two records from the list, in no set order.
# Every second line gives: PAFAH1B3 FP inh	pPAFAH inh	ZTA DNA inh	PREPL inh	PAFAH1B2 FP inh	LYPLA2 inh	EBNA-1 inh	LYPLA1 counter	PAFAH2 FP inh
- O=C(c1cnn(-c2ccccc2)c1-n1cccc1)N1CCN(C2CCCCC2)CC1
  -6	0	-1	-17	3	0	5	1	9
- CCC(CO)Oc1cc(NCc2cccc(C)c2)c2ncn(C(C)C)c2c1 (stereo unspecified)
  7	4	.	35	-9	.	.	.	-10
